Lipid droplet: hepatic lipid droplet formation modulation; AML12 mouse hepatocytes, oleate lipid droplets, BODIPY imaging; inhibition, % at 6.5 µM; 240,000 tested, 0.4% active; AID 1656;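 active = lipid droplet intensity inhibited by at least 50%, with more than 500 cells counted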
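Assay system: AML12 mouse liver cells | Compound dosing: One dose, 6.5 µM compound | Read-out basis: Droplet intensity reduction, % inhibition | Measured by: Fluorescence imaging, 20x objective, two fields per well | Schedule: Overnight treatment with compound plus oleate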
M17LAP inhibition: P. falciparum M17LAP inhibitors, primary screen, biochemical, fluorogenic H-Leu-NHMec substrate, 1536-well (AID 1619). 220,000 tested, 0.38% active. inhibition, % at 30 µM; hits with a dose series show IC50 in µM. recombinant M17LAP, H-Leu-NHMec fluorogenic kinetic assay; higher % means a stronger effect;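 active = compound inhibiting the enzyme by more than half at any dose during confirmatory dose-response retesting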;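 note: plate controls were full reaction with DMSO carrier for no effect and no enzyme background for full effect; strong numbers were not always called active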
P. falciparum M1AAP: malaria alanyl aminopeptidase activity blockers – biochemical, fluorogenic H-Leu-NHMec substrate, 1536-well (AID 1445); recombinant M1AAP, H-Leu-NHMec fluorogenic kinetic assay; higher % means a stronger effect; inhibition, % at 30 µM, or IC50 in µM where a hit was titrated; 220,000 tested, 0.42% active;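 active = primary inhibition above the hit cutoff, then over 50% inhibition at one or more dose response concentrations, cut at about 23% in these data, passing the limit was not always enough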;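 note: plate controls were DMSO full reaction for no effect and no enzyme background for full effect; strong numbers were not always called active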
XIAP antagonists: small molecules displacing peptide from XIAP – biochemical, IAP family, fluorescence polarization (AID 1018) | XIAP BIR domain, fluorescence polarization peptide displacement; higher % means a stronger effect | one-dose displacement, % at 20 µM; IC50 in µM for titrated hits | 200,000 tested, 0.007% active; in the data active = displacement above about 50%; note: a part of the inactive calls stands beside numbers as strong as those of hits
human PMI inhibition: MPI enzyme activity inhibition – biochemical, fluorescence intensity, coupled assay, primary screen (AID 1209); purified PMI enzyme, coupled fluorescence intensity; higher % means a stronger effect; inhibition, % at 20 µM, or IC50 in µM where a hit was titrated; 190,000 tested, 0.42% active;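 note: plate controls were DMSO vehicle for no effect and wells lacking substrate for full effect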
human PMI inhibitors: human PMI inhibitors, high substrate, primary screen, biochemical, fluorescence intensity, high mannose 6-phosphate (AID 1220); recombinant PMI enzyme, coupled fluorescence intensity; higher % means a stronger effect; 190,000 tested, 0.66% active; one-dose inhibition, % at 20 µM; IC50 in µM for titrated hits
SIAH1 antagonists: blockers of Siah-1 interaction with plectin peptide – biochemical, fluorescence polarization, rhodamine-plectin, uHTS, primary screen (AID 1817). Siah-1 / rhodamine-plectin peptide fluorescence polarization; higher % means a stronger effect. displacement, % at 20 µM; hits with a dose series show IC50 in µM. 290,000 tested, 0.02% active;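 active = displacement of at least 50% at 20 µM, with a fluorescence ratio check between 0.3 and a set limit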;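 note: plate controls were Siah plus tracer with DMSO for no effect and tracer alone without Siah for full effect; strong numbers were not always called active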
UTI89 phage lysis: inhibition of K1F phage lysis, E. coli UTI89, bacterial capsule biogenesis inhibitors, alamar blue (AID 488966); E. coli UTI89 K1F phage lysis, alamar blue, 2 h; higher % means a stronger effect; 340,000 tested, 0.02% active; inhibition, % at 100 µM; hits with a dose series show IC50 in µM;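 active = phage lysis inhibition, versus mean bacterial control, above a set limit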;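 note: capsule biogenesis inhibitors block K1F phage lysis so surviving cells raise fluorescence; higher fluorescence means more inhibition of phage lysis; actives were called in the ten point dose series up to 300 µM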
TNAP activators: human TNAP enzyme activators, primary screen, biochemical, luminescent, no phosphate acceptor, uHTS (AID 1001) | one-dose activation fold at 20 µM; EC50 in µM for titrated hits | purified TNAP, luminescent activation assay, no phosphate acceptor; higher activation fold means a stronger effect | 200,000 tested, 0.03% active; in the data active = activation fold from about 3, or a potency from the dose series; inactive = the rest, 99 in 100 with activation fold below about 1.6; note: many of its hits are not listed in these tables
Lipid droplet cells 6.5 µM: recorded beside Lipid droplet, whose call it bears; cell count; measured here: cell count, cytotoxicity flag;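 cells counted across two imaged fields per well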
* hit, by the source's call; nt = no result given; & = joins results of further samples; [ ] = another dose, or the depositor's remark. Cut-off read from the data, not from the text of the source, unless noted: active = inhibition above about 50%; inactive = the rest.

SMILES	Lipid droplet	Lipid droplet cells 6.5 µM	M17LAP inhibition	P. falciparum M1AAP	XIAP antagonists	human PMI inhibition	human PMI inhibitors	SIAH1 antagonists	UTI89 phage lysis	TNAP activators
CCOC(=O)C(NCCc1ccccc1)(NC(C)=O)C(F)(F)F (stereo not given)	0	563	1%	2%	-7.9%	-5%	-13%	0%	-1.3%	1.5
O=C(Nc1nc2ccccc2n1CCN1CCCCC1)c1ccc(Cl)cc1	10	795	3%	-1%	-7.3%	-17%	-11%	2%	1.8%[50 µM]	1
CCCOc1ccc(N2C(=O)CC(N3CCN(c4nc5ccccc5s4)CC3)C2=O)cc1 (stereo not given)	10	705	-11%	4%	-8.4%	12%	15%	4%	0.2%	1
O=C(O)CCCC(=O)OCCCCc1cccs1	nt	nt	14%	-5%	1.2%	-3%	-8%	1%	0.8%	1.2
CS(=O)(=O)N(Cc1ccco1)Cc1ccccc1Cl	-5	774	3%	1%	-0.9%	20%	9%	4%	0.0%	1.1
Cc1ccc(NC(=S)NCc2ccccc2)cc1S(=O)(=O)N1CCCCC1	-23	735	-4%	13%	-6.1%	0%	-8%	0%	-1.6%	2
CCOC(=O)N1CCN(C(=O)CSc2nnc(CNC(=O)c3c(F)cccc3Cl)o2)CC1	-3	775	4%	-1%	-3.6%	-1%	-3%	3%	-0.7%	1.1
COC(=O)CSc1nnc(-c2ccncc2)n1N	nt	nt	4%	-8%	-2.3%	-10%	-9%	-2%	0.7%	1
Cc1noc(C)c1COC(=O)CCCNC(=O)c1ccc(Cl)cc1	-7	694	-1%	7%	-7.1%	4%	7%	0%	0.0%	1
CCC1(CC)C(=O)NC(=O)NC1=Nc1cccc(OC)c1	nt	nt	-5%	-1%	2.2%	0%	-6%	4%	0.1%	1.1
CO/N=C(/CNC(=O)c1cccc(Cl)c1)c1ccc(Cl)cc1	nt	nt	-4%	3%	-4.0%	13%	10%	0%	-0.5%	1
O=C(OCC1O[C@@H](OC(=O)c2cc(O)c(O)c(O)c2)[C@@H](OC(=O)c2cc(O)c(O)c(O)c2)[C@@H](OC(=O)c2cc(O)c(O)c(O)c2)[C@@H]1OC(=O)c1cc(O)c(O)c(O)c1)c1cc(O)c(O)c(O)c1 (stereo not given in full)	nt	nt	14%	14%	-2.9%	57%*	22%	2%	nt	3*
CC(=O)Nc1sc(N/N=C\c2ccc(O)cc2)nc1-c1cccs1	0	679	-2%	21%	nt	nt	nt	3%	0.1%	nt
COc1ccc(C2C(C#N)=C(N)Oc3cc(C)n(Cc4ccco4)c(=O)c32)cc1 (stereo not given)	-2	757	-1%	2%	-6.3%	6%	-1%	2%	0.3%	1
COc1ccccc1N1CCN(/N=C/c2cccc(O)c2)CC1	-9	694	4%	15%	-2.5%	nt	nt	0%	0.1%	1
CC(C)N(Cc1nc(-c2ccccc2)no1)C(=O)C1CCCCC1	24	789	-9%	-1%	-8.3%	3%	-3%	3%	7.7%	1.1
O=C(O)c1cccc(COc2ccc3c(c2)CCC3)c1	12	741	2%	2%	nt	nt	nt	-8%	-0.9%[50 µM]	nt
Cc1cccc(N2CCN(Cc3cn(C)nc3-c3ccccc3F)CC2)n1	-15	572	-1%	-2%	1.0%	5%	-1%	6%	0.2%	1
Cc1nc2ccc(NC(=O)c3ccc4ccccc4n3)cc2s1	0	714	6%	0%	-6.2%	-4%	-3%	1%	1.5%	1.1
COc1cc2cc(CN(Cc3cccnc3)C(=O)NCc3ccccc3)c(=O)[nH]c2cc1OC	-9	758	-28%	10%	-6.1%	4%	1%	-2%	0.3%	1.1
Cn1c(Cl)cnc1C1CC(=O)c2cc(Cl)ccc2O1 (stereo not given)	3	670	9%	13%	-1.1%	8%	4%	-4%	0.1%	1
COc1ccc(/C=C/C(=O)OCC(=O)NCc2ccco2)cc1OC	0	698	10%	7%	-0.7%	-10%	-4%	1%	4.0%[50 µM]	1.1
CC1CCCCC1NC(=O)COC(=O)COc1ccccc1Cl (stereo not given)	-11	684	-10%	4%	-9.0%	-21%	-10%	-5%	-0.3%	1
Cc1ccc(OCC(=O)Nc2sc3c(c2C#N)CCC3)cc1C	nt	nt	0%	-1%	-5.7%	3%	-1%	-9%	0.0%	1
Cc1cccc(N(CC(=O)NC2CCCC2)C(=O)CS(=O)CC(=O)Nc2ccc3c(c2)OCO3)c1C (stereo not given)	-6	712	18%	7%	1.1%	0%	0%	5%	0.3%	1.2
CCN(CC(=O)Nc1ccc(OC)cc1)CC(=O)Nc1ccc(Cl)cc1F	-6	687	10%	7%	-5.8%	-2%	8%	-2%	-0.1%	1.1
CC1Cc2ccccc2N1C(=O)CSc1nnc2c(n1)[nH]c1ccccc12 (stereo not given)	nt	nt	2%	1%	1.9%	6%	9%	3%	-0.2%	1
COc1ccc(C(=O)NC(=S)NNC(=O)[C@H]2C[C@@H]2c2ccccc2)cc1OC	2	751	1%	-11%	nt	nt	nt	-4%	0.3%	nt
CCN(CCNC(=O)Cn1c(=O)sc2ccccc21)c1ccccc1	nt	nt	7%	5%	-6.8%	11%	24%	1%	2.2%	1.2
Cc1ccccc1C(=O)O/N=C(\c1ccccc1)c1ccccn1	-6	594	5%	6%	-15%	20%	6%	1%	-1.4%	1.1
O=C(COC(=O)CSc1cccc2cccc(Cl)c12)Nc1ncc(C(F)(F)F)cc1Cl	-5	691	14%	4%	-9.9%	7%	31%	-9%	-0.2%[50 µM]	1
Cn1ncc(Br)c1C(=O)Nc1cccc(C(F)(F)F)c1	-22	613	3%	0%	nt	nt	nt	-1%	0.2%	nt
CCO[C@H]1OC(C(=O)N2CCN(Cc3ccc4c(c3)OCO4)CC2)=C[C@@H](c2ccc3c(c2)OCO3)[C@@H]1CCCO	-5	744	3%	1%	-18%	25%	17%	3%	-0.6%	1.1
Cc1ccc(Oc2nc3c(c(=O)n(C)c(=O)n3C)n2C)cc1C	10	690	-5%	8%	-0.1%	-1%	0%	0%	-1.3%	1
COc1ccc(CCNC(=O)C(=O)NCC2CCCO2)cc1OC (stereo not given)	-2	711	-4%	3%	5.5%	0%	0%	4%	2.4%	1
COc1ccccc1NC(=O)C1=C(C)NC(=O)NC1c1cc(C)cs1 (stereo not given)	0	620	16%	7%	-5.8%	24%	2%	2%	0.3%	1.1
Cc1ccc(C)c(NC(=O)CSc2nc(N)c(NC(=O)c3cccs3)c(=O)[nH]2)c1	0	716	11%	8%	-2.1%	-4%	-7%	9%	-0.7%	1.1
Cc1cc(OCc2nnc(SCC(=O)OC3CCCCC3)o2)ccc1Cl	nt	nt	-17%	6%	-5.2%	6%	5%	1%	0.3%	1.1
CCCn1c(-c2ccncc2)n[nH]c1=S	19	693	21%	6%	-7.0%	6%	2%	3%	0.2%	1.1
O=C(O)c1ccccc1C(=O)c1ccc2c(c1)N(Cc1cccc(F)c1)C(=O)CO2	-1	705	-1%	4%	-8.5%	12%	11%	4%	12%	1.1
O=c1cc(O)c2ccccc2n1Cc1ccccc1F	10	681	1%	7%	-6.7%	0%	9%	2%	0.0%	1.1
CCOc1ccc(NC(=O)C(C)O)c(NS(=O)(=O)c2ccc(CCNC(C)=O)cc2)c1 (stereo not given)	2	763	11%	10%	-2.6%	9%	10%	-2%	3.3%	1.1
COc1ccc(Cc2nnc(NC(=O)c3cccc([N+](=O)[O-])c3C)s2)cc1	nt	nt	-6%	-6%	-2.3%	10%	7%	0%	0.4%	1
Cc1ccc(Oc2nnc(-c3cccs3)c3ccccc23)cc1	-6	670	-15%	-3%	-5.2%	-12%	-4%	-1%	-0.4%	1.1
O=c1cc(CN2CCN(c3ccccc3)CC2)c2c(ccc3ccccc32)o1	nt	nt	12%	5%	-6.4%	12%	30%	-1%	0.8%	1
Cc1ccc(N2C(=O)C(Cl)=C(Nc3c(C)n(C)n(-c4ccccc4)c3=O)C2=O)cc1	15	693	27%	8%	-3.4%	-16%	-32%	0%	0.2%	1.1
CC(=O)/C(=N/Nc1ccccc1)N1CCOCC1	-17	663	22%	7%	4.9%	6%	3%	11%	4.1%	1.1
COc1cc(/C=C/C(=O)O)ccc1OS(=O)(=O)c1cc(C)ccc1C	7	660	1%	3%	-4.5%	-8%	-5%	6%	0.0%	1.2

Part of the list above, showing only P. falciparum M1AAP, M17LAP inhibition and Lipid droplet cells 6.5 µM.
SMILES	P. falciparum M1AAP	M17LAP inhibition	Lipid droplet cells 6.5 µM
COc1cc(/C=C/C(=O)O)ccc1OS(=O)(=O)c1cc(C)ccc1C	3%	1%	660
O=c1cc(CN2CCN(c3ccccc3)CC2)c2c(ccc3ccccc32)o1	5%	12%	nt
CCCn1c(-c2ccncc2)n[nH]c1=S	6%	21%	693

Following part.
SMILES	Lipid droplet	Lipid droplet cells 6.5 µM	M17LAP inhibition	P. falciparum M1AAP	XIAP antagonists	human PMI inhibition	human PMI inhibitors	SIAH1 antagonists	UTI89 phage lysis	TNAP activators
O=C(Cn1cnc2c(nnn2-c2ccccc2)c1=O)N1CCOCC1	1	707	-5%	3%	-9.6%	10%	12%	12%	0.8%	1.1
CCOc1ccc(Cn2nnc(C(=O)Nc3ccc(OC)cc3OC)c2N)cc1	-28	669	2%	3%	10%	10%	9%	-2%	2.3%	1.1
O=S(=O)(c1ccccc1)c1nc(-c2ccco2)oc1NCCCN1CCOCC1	-14	670	10%	5%	-2.6%	9%	-7%	-3%	0.0%	1
Cc1ccc(-c2cc(C(F)F)n3ncc(C(=O)N4CCN(c5ccccn5)CC4)c3n2)cc1	4	606	6%	6%	2.0%	24%	21%	4%	-0.5%	1
O=C1NC2CCc3nc4ccccc4c(=O)n3C2=Nc2ccccc21 (stereo not given)	-2	736	2%	6%	-7.3%	-7%	6%	-5%	1.4%	1.1
CS/C(=N\S(=O)(=O)c1cccs1)Nc1ccc(Br)cc1F	16	655	12%	-3%	0.6%	-8%	12%	-2%	-0.4%&0.3%	1
O=C(NCCc1ccccc1)c1cc(S(=O)(=O)N2CCOCC2)ccc1F	-5	779	-15%	7%	-22%	9%	5%	1%	0.5%	1.1
Cc1cc(C)cc(C(=O)n2cnnc2N)c1	-9	676	8%	-1%	-5.5%	8%	6%	-2%	2.1%	1.1
COc1cccc(-c2nc(CS(=O)CC(=O)NC3CC3)c(C)o2)c1 (stereo not given)	nt	nt	-4%	-1%	-6.9%	-1%	-3%	-4%	1.5%	1
CCOc1ccc(C/C(O)=C2\C(=O)CC(C)(C)CC2=NCC(=O)O)cc1OCC	-7	704	1%	11%	-5.3%	-14%	-7%	8%	nt	1.1

Screening data: PubChem BioAssay, several laboratories
